HEK293 tox: cytotoxic in the GLP-1 receptor inverse agonist counter-screen; AID 624418; actives 0.13% (n = 410,000); HEK293 cAMP-luciferase reporter cells, luminescence, 24 h; Potency, µM (titrated, usually from 38.3 µM), for inactives: at the top dose activity change, negative = inhibition, actives largely listed as inhibitors;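 also: loss of luciferase light is scored as toxicity; % is scaled to controls: 0 for no effect and ±100 for the full control effect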
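Step one: seed cells (200 cells/uL, DMEM with 10% Nu serum, 1% pen-strep). Step two: 12-hour incubation at 37 deg C. Step three: pin 23 nL compound, incubate 24 hr. Step four: add luciferase reagent, read luminescence 12 min later.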
KB-V1 cytotox: KB-V1 MDR subline cytotoxicity; Potency, µM (doses to about 46.1 µM), without a hit: at the highest dose activity change, negative = cytotoxicity, most hits filed as cytotoxic; actives 3.4% (n = 400,000); KB-V1 MDR cells viability, CellTiter-Glo, 72 h; also: % is scaled to controls: 0 for no effect and ±100 for the full control effect; nearly all actives have a fitted effect of over 60% in size
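qHTS viability screen in drug-selected KB-V1 MDR cells: 72 h compound treatment at 37 degrees C, ATP luminescence end point.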
HT1080NT lethal: kills 2HG-producing HT-1080-NT fibrosarcoma cells. HT-1080-NT fibrosarcoma viability, CellTiter-Glo ATP luminescence, 48 h. Potency, µM (series often up to 46.1 µM), inactives show at the top dose activity, negative = less viability, hits mostly cytotoxic. actives 1.6% (n = 360,000). AID 686970;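 also: NT is the 2HG producing partner of a matched IDH1 knockdown line; 0% = DMSO-treated cells and -100% = media-only wells without cells; nearly all actives have a fitted effect of over 55% in size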
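Viability by CellTiter-Glo luminescence after 48 h compound exposure at 37C of HT-1080-NT cells (750/well, RPMI, 5% FBS). % activity scaled between DMSO wells and medium-only wells, then curve-fitted and categorized by curve class.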
GLP1R ag: GLP-1 receptor (human) agonism | P43220 | HEK293 GLP-1R CRE-luciferase, luminescence, 4-6 h; cells express a hypersensitive GLP-1R form | Potency, µM (titrated, usually from 45.6 µM), for the others: at the highest dose activation, hits mostly activators | actives 0.007% (n = 380,000) | AID 624172; also: % of control where 0% means no effect
Target sequence (P43220 whole entry, looked up): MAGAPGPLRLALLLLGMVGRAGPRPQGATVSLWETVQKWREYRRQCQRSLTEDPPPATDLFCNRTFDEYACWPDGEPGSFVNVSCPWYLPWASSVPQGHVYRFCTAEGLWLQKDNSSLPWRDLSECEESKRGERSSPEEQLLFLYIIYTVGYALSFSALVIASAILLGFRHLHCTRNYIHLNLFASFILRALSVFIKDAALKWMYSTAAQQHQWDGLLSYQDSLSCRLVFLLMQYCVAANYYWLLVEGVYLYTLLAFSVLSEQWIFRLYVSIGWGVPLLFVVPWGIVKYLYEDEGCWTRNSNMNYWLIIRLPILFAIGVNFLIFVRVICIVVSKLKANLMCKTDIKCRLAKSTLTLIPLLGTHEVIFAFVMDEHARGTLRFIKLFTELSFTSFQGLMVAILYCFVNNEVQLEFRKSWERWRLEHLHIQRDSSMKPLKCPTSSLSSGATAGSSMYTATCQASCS
SW480 rereplic: inducers of DNA re-replication in SW480 colon cancer cells. SW480 DNA re-replication, Hoechst DNA content imaging, 48 h. Potency, µM (titrated, usually from 46.1 µM), without a hit: at the highest dose re-replication activation, actives largely listed as activators. actives 1.8% (n = 340,000). AID 624297; also: % of control where 0% means no effect; nearly all actives have a fitted effect of over 55% in size
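Treated cells incubate 48 hr (37 C, 5% CO2), are stained 40 min with Hoechst, and nuclear fluorescence is enumerated; a rise in nuclei with high DNA signal marks re-replication.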
HT1080 IDH1KD tx: HT-1080 IDH1 knockdown cell toxicity (counter line). HT-1080 IDH1 knockdown viability, ATP luminescence, 48 h. Potency, µM (series often up to 46.1 µM), without a hit: at the highest dose activity, negative = toxicity, hits mostly cytotoxic. actives 2% (n = 360,000). AID 686971;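 also: 0% = DMSO wells and -100% = cell-free medium wells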
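Cytotoxicity counter-line: IDH1KD HT-1080, 48 h, CellTiter-Glo. Curves classed by r2, magnitude and activity.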
KB-3-1 tox: kills parental KB-3-1 adenocarcinoma cells; KB-3-1 viability, CellTiter-Glo ATP luminescence, 72 h; Potency, µM (highest dose often 46.1 µM), inactives show at the highest dose activity change, negative = cytotoxic, most hits filed as cytotoxic; actives 1.4% (n = 400,000); AID 1347075; also: % is scaled to controls: 0 for no effect and ±100 for the full control effect; nearly all actives have a fitted effect of over 60% in size
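Parental KB-3-1 viability, qHTS format: 72 h compound exposure, 37 °C; CellTiter-Glo; media-only wells and DMSO plates as controls; concentration-effect fits on corrected data.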
GLP-1R inv ag: inverse agonists of human GLP-1 receptor | HEK293 GLP-1R CRE-luciferase, luminescence, 24 h; GLP-1R form is constitutively active | Potency, µM (highest dose often 38.3 µM), without a hit: at the top dose activity change, negative = inhibition, usual class: inhibitors | actives 1.6% (n = 410,000) | AID 624417; also: % is scaled to controls: 0 for no effect and ±100 for the full control effect; nearly all actives have a fitted effect of over 55% in size
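Stable HEK293 clone (constitutively active GLP-1R + cAMP-response luciferase); 200 cells/uL plated, 12 h pre-culture, compound 24 hr, 37 deg C/5% CO2; detection reagent 12 min RT; luminescence.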
TDP43 rescue: inhibitors of TDP-43 toxicity in yeast | TDP-43 expressing yeast growth rescue, BacTiter-Glo, 24 h | Potency, µM (series often up to 46.1 µM), for the others: top-dose growth rescue (activation), actives largely listed as activators | actives 1.8% (n = 410,000); also: % of control where 0% means no effect; nearly all actives have a fitted effect of over 50% in size
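In this qHTS, compounds that restore growth of yeast expressing TDP-43 appear as activators. Cells (OD600=0.02, galactose medium, raffinose-pregrown) are incubated with compound 24 hr at 30 deg C and growth is quantified by BacTiter-Glo.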
An asterisk follows results filed as active; ? = inconclusive; . = not tested or not shown; [ ] = remark or other dose. Calls follow the shape of the dose curve; as a rule, active = well fitted curve in the direction sought with a large enough effect; inconclusive = small, poorly fitted or top-dose-only effect, or another doubt; inactive = no such curve, though single readings can be large; an effect the other way counts as inactive or inconclusive. Potency is read from the fitted curve at half-maximal effect.

The opening 7 compounds, ahead of the listing:
Screens in order: HEK293 tox | KB-V1 cytotox | HT1080NT lethal | GLP1R ag | SW480 rereplic | HT1080 IDH1KD tx | KB-3-1 tox | GLP-1R inv ag | TDP43 rescue
#1 Cn1cc(C(=O)N2CCN(c3ccccn3)CC2)c(=O)c2cc(S(=O)(=O)N3CCOCC3)ccc21
→ 9% | 18% | -4% | 23% | -10% | -13% | 10% | -16% | -17%
#2 CCCS(=O)(=O)N1CCCC(C(=O)NCCN(CC)CC)C1 (stereo not given)
→ -1% | 26% | 26% | -10% | -1% | 23% | 9% | 3% | -3%
#3 Fc1ccc(-c2cn3cc(Cc4ccccc4Cl)sc3n2)cc1
→ -18% | 1% | . | -4% | . | . | -30% | ? | 2%
#4 CC(C)C(=O)N1CCC1(C)C(=O)Nc1nc2ccccc2[nH]1 (stereo not given)
→ 13% | 1% | 19% | 2% | . | 2% | 0% | 14% | 3%
#5 COc1cc(NC(=O)CSc2nc3ncnc(N)c3[nH]2)c(C(=O)O)cc1OC
→ -5% | 0% | -4% | 0% | 2% | 11% | ? | 16% | 2%
#6 CCOc1ccc(C(C(=O)NCC2CCCO2)N(C(=O)c2snc(C(N)=O)c2N)c2ccc3c(c2)OCCO3)cc1 (stereo not given)
→ 0% | ? | -22% | 14% | 20% | -19% | ? | 12% | 6%
#7 Cc1ccc(NC(=O)CSC2=C(C#N)C(c3ccco3)C3=C(CCCC3=O)N2)cc1 (stereo not given)
→ 20% | -15% | -2% | -4% | -1%[9.22 µM] | 4% | 5% | -19% | 25%

All compounds of this part (from the top)
Screens in order: HEK293 tox | KB-V1 cytotox | HT1080NT lethal | GLP1R ag | SW480 rereplic | HT1080 IDH1KD tx | KB-3-1 tox | GLP-1R inv ag | TDP43 rescue
#1 Cn1cc(C(=O)N2CCN(c3ccccn3)CC2)c(=O)c2cc(S(=O)(=O)N3CCOCC3)ccc21
→ 9% | 18% | -4% | 23% | -10% | -13% | 10% | -16% | -17%
#2 CCCS(=O)(=O)N1CCCC(C(=O)NCCN(CC)CC)C1 (stereo not given)
→ -1% | 26% | 26% | -10% | -1% | 23% | 9% | 3% | -3%
#3 Fc1ccc(-c2cn3cc(Cc4ccccc4Cl)sc3n2)cc1
→ -18% | 1% | . | -4% | . | . | -30% | ? | 2%
#4 CC(C)C(=O)N1CCC1(C)C(=O)Nc1nc2ccccc2[nH]1 (stereo not given)
→ 13% | 1% | 19% | 2% | . | 2% | 0% | 14% | 3%
#5 COc1cc(NC(=O)CSc2nc3ncnc(N)c3[nH]2)c(C(=O)O)cc1OC
→ -5% | 0% | -4% | 0% | 2% | 11% | ? | 16% | 2%
#6 CCOc1ccc(C(C(=O)NCC2CCCO2)N(C(=O)c2snc(C(N)=O)c2N)c2ccc3c(c2)OCCO3)cc1 (stereo not given)
→ 0% | ? | -22% | 14% | 20% | -19% | ? | 12% | 6%
#7 Cc1ccc(NC(=O)CSC2=C(C#N)C(c3ccco3)C3=C(CCCC3=O)N2)cc1 (stereo not given)
→ 20% | -15% | -2% | -4% | -1%[9.22 µM] | 4% | 5% | -19% | 25%
#8 Cc1ccccc1C(=O)NCCn1cc(SCC(=O)NCC2CCCO2)c2ccccc21 (stereo not given)
→ 12% | ? | 0% | 2% | 1% | 4% | 6% | -3% | 13%
#9 S=c1nc[nH]c2c1[nH]c1ccc(Cl)cc12
→ 0% | -10% | ? | 8% | 10% | 2% | -12% | 89%[activator] | -6%
#10 COc1ccc(C(=O)NC(=S)NCC2CCCO2)cc1 (stereo not given)
→ 0% | -26% | 1% | 0% | 0% | 11% | 17% | -13% | 21%
#11 O=C(COC(=O)c1ccc(Sc2ccccc2)c([N+](=O)[O-])c1)NC1CCCc2ccccc21 (stereo not given)
→ 0% | 4% | 0% | -10% | -2% | 0% | 0% | -3% | 4%
#12 CC1CCN(C(=O)c2cc(-c3ccc(Br)cc3)on2)CC1
→ 0% | 5% | . | . | . | . | 2% | 15% | ?
#13 C/C(=N\NC(=O)CCc1c(C)n[nH]c1C)c1ccc([N+](=O)[O-])cc1
→ 12% | 8% | -1% | 5% | -9% | -1% | 6% | 9% | 17%
#14 C/C=C\C=C/C(=O)Nc1cccc(C2=NOC3(C2)C[C@H](C(N)=O)N(C(=O)Cc2ccc([N+](=O)[O-])cc2)C3)c1 (stereo not given in full)
→ 15% | ? | 14% | 2% | 7% | -1% | -2% | 11% | -10%
#15 CCOc1ccc(C2C(C(N)=O)=C(C)Nc3nc(-c4ccc(OC)cc4)nn32)cc1 (stereo not given)
→ 15% | 20% | . | . | . | . | 1% | 9% | 26%[9.22 µM]
#16 COc1ccc(NCc2nnc(SCC(=O)Nc3cc(C)cc(C)c3)o2)cc1
→ -28% | 1% | 1% | -8% | -2% | -16% | 1% | ? | 9%
#17 OC(CNC1CCCC1)COc1ccc(F)cc1 (stereo not given)
→ -30% | 0% | 3% | -5% | -4% | 7% | 7% | -13% | 21%
#18 Cc1cc(O)c(CN2CCN(S(=O)(=O)c3cccs3)CC2)cc1C(C)C
→ 2% | ? | -16% | 10% | 2% | -14% | -5% | ? | 2%
#19 CCN(C(=O)COc1ccccc1)C1CCCCC1
→ -18% | 21% | 2% | 2% | 2% | 3% | 7% | ? | 4%
#20 Cc1cccc(Nc2cc(=O)n(C)c(=O)n2C)c1
→ 3% | 2% | 5% | 7% | . | 0% | 1% | 13% | 15%
#21 Cc1ccc(NC(=O)/C(=C\c2ccccc2)NC(=O)c2ccco2)cc1
→ 0% | 8% | 1% | 0% | 0% | 3% | -1% | -16% | -12%
#22 COc1ccc(OC)c(S(=O)(=O)N2CCC(C(=O)Nc3cccc(C)c3C)CC2)c1
→ -5% | -23% | 2% | -2% | -9% | -3% | -3% | -9% | 13%
#23 Cc1ccc(Cn2cc(C(=O)c3ccc4c(c3)OCO4)c(=O)c3cc(C)ccc32)cc1
→ -5% | -6% | . | . | . | . | 7% | ? | 11%
#24 Cc1cc(C)cc(NS(=O)(=O)c2ccc3c(c2)C(C)(C)C(=O)N3C)c1
→ -3% | -3% | -2% | 12% | 0% | -22% | -10% | -10% | 16%
#25 Cc1nonc1CC(=O)NC1CCCc2c1cnn2-c1ccc(F)cc1F (stereo not given)
→ 3% | -11% | 1% | -3% | -8% | 0% | -4% | 10% | 6%
#26 Cn1c(-c2cc(Br)ccc2O)n[nH]c1=S
→ -6% | -2% | -24% | -2% | 17% | 7% | -5% | 5% | 7%
#27 CC(C)c1ccc2oc(-c3ccc(Cl)c(NC(=O)c4cccs4)c3)nc2c1
→ 0% | ? | . | -2% | . | . | ? | -30% | 24%
#28 CCN(CC)CCCn1c2c(c(SCC(=O)Nc3ccc(OC(F)(F)F)cc3)nc1=O)CCC2
→ -12% | -2% | -14% | 1% | 19% | -16% | -6% | 3.5µM* | -13%
#29 CC(=O)Nc1nonc1NC(=O)c1ccc(C(C)(C)C)cc1
→ -5% | ? | -5% | 1% | 1% | -12% | -14% | 3% | 1%
#30 Cc1nn(C)cc1/C=N/NC(=O)c1ccc2c(c1)OCO2
→ -10% | 14% | 0% | -8% | -3% | 6% | 6% | 6% | 7%

31	CC(=O)Oc1ccc(-c2csc(Nc3ccc(Cl)cn3)n2)cc1
32	Cc1noc(C(=O)NCC2CCCO2)c1Cl (stereo not given)
33	O=C1N=C(N2CCCC2C(=O)O)S/C1=C\c1ccco1 (stereo not given)
34	FC(F)(F)c1cccnc1Oc1ccc(C2=NCCS2)cc1
35	COc1ccc(C2NC(=O)c3ccccc3N2)cc1OC (stereo not given)
36	CCCCC/C=C/C1=CC(=O)C[C@H](c2ccc3c(c2)OCO3)C1
37	Cc1c(C)c2ccc(Oc3ccc([N+](=O)[O-])cc3C(F)(F)F)c(C)c2oc1=O
38	O=C(Nc1nc2ccsc2c(=O)s1)c1ccc(F)cc1

| screen / no. | 31 | 32 | 33 | 34 | 35 | 36 | 37 | 38 |
| --- | --- | --- | --- | --- | --- | --- | --- | --- |
| HEK293 tox | -22% | -1% | 0% | 11% | -7% | 5% | -11% | -7% |
| KB-V1 cytotox | -2% | 8% | -2% | -13% | -16% | 0% | 15% | -2% |
| HT1080NT lethal | -3% | -2% | -3% | -5% | -1% | 0% | 1% | 1% |
| GLP1R ag | -2% | -1% | -1% | 19% | 4% | 7% | -1% | 0% |
| SW480 rereplic | ? | -7% | ? | ? | -7% | -2% | -5% | ? |
| HT1080 IDH1KD tx | ? | 2% | -12% | 2% | 3% | -3% | 10% | 21% |
| KB-3-1 tox | ? | 4% | 3% | -1% | -1% | 6% | 9% | 21% |
| GLP-1R inv ag | ? | -9% | ? | -27% | 76%[activator] | ? | 2% | 4% |
| TDP43 rescue | 13µM* | 3% | ? | 6% | -5% | 24% | 4% | 0% |

39	Cc1c(C(C)O)nnn1-c1nonc1N (stereo not given)
40	COC(=O)CSc1ccsc1C(=O)O
41	COc1ccc(C(=O)NCCCNC(=O)c2cccnc2)cc1Br
42	COc1ccc(CNC(=S)Nc2ccc3nc(N4CCN(C)CC4)cc(C)c3c2)cc1
43	O=C(CCl)Nc1ccccc1C(=O)NCc1ccccc1
44	O=C(OCC(=O)N1CCCCCC1)c1cnc(Cl)c(Cl)c1

| screen / no. | 39 | 40 | 41 | 42 | 43 | 44 |
| --- | --- | --- | --- | --- | --- | --- |
| HEK293 tox | 9% | -3% | -4% | ? | -35% | -16% |
| KB-V1 cytotox | 30% | 5% | 2% | -2% | ? | 28% |
| HT1080NT lethal | 24% | 3% | ? | 16µM* | -19% | -1% |
| GLP1R ag | -5% | 3% | 23% | 4% | -5% | -8% |
| SW480 rereplic | -5% | -12% | -1% | 9% | 18% | -17% |
| HT1080 IDH1KD tx | 17% | 7% | 10µM* | ? | ? | 12% |
| KB-3-1 tox | 7% | 10% | -2% | 11% | ? | 1% |
| GLP-1R inv ag | 16% | -1% | 47%[activator] | ? | ? | 19% |
| TDP43 rescue | -8% | -14%[0.397 µM] | -3% | 13% | 24% | -4% |

Screens deposited in PubChem BioAssay by National Center for Advancing Translational Sciences (NCATS).
